# Screening data (PubChem BioAssay)
# procasp3 activ: activates human procaspase-3. P42574. recombinant procaspase-3 D3A, Ac-DEVD-pNA absorbance 405 nm. activation, % at 8.5 µM. 330,000 tested, 0.11% active. AID 463141;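 active means activation above the mean of all tested compounds plus 3 SD, cut at about 21% in these data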;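 further: 0% = DMSO alone and 100% = DMSO wells spiked with extra 5 µM PC-3 D3A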
# Target sequence (P42574 whole entry D9A/D28A/D175A): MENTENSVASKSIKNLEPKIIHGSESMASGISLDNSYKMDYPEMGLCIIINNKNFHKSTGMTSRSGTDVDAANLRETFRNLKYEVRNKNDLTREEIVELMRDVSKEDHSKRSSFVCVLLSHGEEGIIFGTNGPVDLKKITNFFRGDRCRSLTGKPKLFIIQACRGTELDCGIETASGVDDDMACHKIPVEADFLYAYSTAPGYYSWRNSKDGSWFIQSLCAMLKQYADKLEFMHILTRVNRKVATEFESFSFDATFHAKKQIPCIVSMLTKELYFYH
#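 material = Procaspase-3 D3A mutant | probe or stimulus = Ac-DEVD-pNA | compound = single dose, 8.5 µM nominal compound, 0.8% DMSO | timing = 1 h preincubation, 2 h reaction | measured by = 405 nm absorbance of p-nitroaniline, reads at 0 and 120 min | benchmarks = DMSO-only low control, 5 µM PC-3 D3A high control | repeats = singlicate, each compound tested once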
# Efflux pump inh: inhibitors of Candida antifungal efflux pumps expressed in yeast. AID 485275. S. cerevisiae Candida pump triplex, Nile Red efflux. inhibition, % at 10 µM. 330,000 tested, 0.44% active;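 active means plate passing quality check with inhibition over a set limit, or well fluorescence over plate mean plus 4 SD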;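 further: Nile Red retained in pooled yeast measured as flow cytometry median fluorescence; 0% = buffer negative control and 100% = Enniatin B positive control; higher means more Nile Red kept so more efflux inhibition; some compounds called inactive have numbers as strong as hits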
# PP5 primary: blocks human protein phosphatase 5 activity; purified PP5c, OMFP substrate fluorescence; P53041; AID 1987; inhibition, % at 6.7 µM; 320,000 tested, 0.18% active;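 active means inhibition above the campaign's mean inhibition across all tested compounds plus 3 SD, cut at about 9.5% in these data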;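 further: 0% = DMSO only and 100% = 100 µM cantharidin control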
# JMJD2C inh: human JMJD2C demethylase inhibition; GST-JMJD2C(1-420) H3K9me3 demethylation, DELFIA europium; inhibition, % at 2.35 µM; 330,000 tested, 0.069% active; AID 2099;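 active means more than half of a compound's replicate wells show inhibition beyond 50%, single wells judged on their own value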;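 further: signal counts dimethyl H3K9 product captured on neutravidin plate; 0% = median of DMSO wells and 100% = 0.3 times that DMSO median; strong numbers were not always called active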
# TPT1 inhibitor: C. albicans TPT1 enzyme inhibition; recombinant caTPT1, FP RNA substrate dephosphorylation; inhibition, % at 5 µM; 300,000 tested, 0.81% active; AID 1962;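 active means inhibition above the mean of all tested compounds plus 3 SD, set per screening campaign, cut at about 24% in these data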;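 further: plate controls were DMSO alone for no effect and ferristatin control at 100 nM for full effect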
# proCasp7 act: counter-screen: procaspase-7 (human) activation; P55210; recombinant procaspase-7, Ac-DEVD-pNA absorbance 405 nm; D23A/D198A/D206A triple mutant, cannot self-cleave; scale: DMSO 0, 5 µM enzyme 100; activation, % at 8.5 µM; 330,000 tested, 0.093% active; AID 463210;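 active means percent activation above the screen-wide mean plus 3 SD, cut at about 25% in these data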
# Target sequence (P55210 whole entry D23A/D198A/D206A): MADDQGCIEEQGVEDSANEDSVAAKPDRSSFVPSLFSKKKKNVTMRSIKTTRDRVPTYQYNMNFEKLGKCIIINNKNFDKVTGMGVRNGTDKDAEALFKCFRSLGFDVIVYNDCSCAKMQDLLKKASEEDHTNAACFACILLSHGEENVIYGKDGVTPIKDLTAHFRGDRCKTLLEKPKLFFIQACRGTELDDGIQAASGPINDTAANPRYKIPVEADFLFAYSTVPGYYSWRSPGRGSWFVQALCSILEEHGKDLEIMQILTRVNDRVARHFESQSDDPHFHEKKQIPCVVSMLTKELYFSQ
#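 Assay system – Uncleavable procaspase-7 mutant enzyme · Quantity – 2 µM procaspase-7 mutant as dispensed · Times – 1 h preincubation, 2 h reaction · Dosing – single nominal 8.5 µM compound dose, 0.8% DMSO final · Buffer or medium – Zinc-free 50 mM HEPES buffer, pH 7.4, with NaCl and Triton X-100 · Detection – Epi-absorbance of released pNA at 405 nm, two timepoints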
# core dimer inh: blocks dimerization of HCV core protein | TR-FRET GST/Flag-core106 dimerization, 1536-well | inhibition, % at 5 µM | 300,000 tested, 0.33% active;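 active means inhibition above the mean of all tested compounds plus 3 SD, set per screening campaign, cut at about 45% in these data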
#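 Assay system: tagged HCV core106 pair (GST and Flag); medium: KF-containing HEPES buffer, pH 7.45, DTT, CHAPS, BSA; also added: Eu donor and XL665 acceptor anti-tag antibodies; dosing: 5 µM single dose; timing: compound-protein-antibody incubation 4 h at 22.5 °C; signal: TR-FRET 671 and 617 nm emission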
# PP1 counter: blocks human PP1-alpha phosphatase, a PP5 counter-screen. purified PP1alpha, OMFP fluorescence. inhibition, % at 6.7 µM. 320,000 tested, 0.9% active. AID 2235;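 active means inhibition above the mean inhibition of all tested compounds plus 3 SD, computed separately for each screening campaign, cut at about 15% in these data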
# Target sequence (P62136 whole entry, looked up): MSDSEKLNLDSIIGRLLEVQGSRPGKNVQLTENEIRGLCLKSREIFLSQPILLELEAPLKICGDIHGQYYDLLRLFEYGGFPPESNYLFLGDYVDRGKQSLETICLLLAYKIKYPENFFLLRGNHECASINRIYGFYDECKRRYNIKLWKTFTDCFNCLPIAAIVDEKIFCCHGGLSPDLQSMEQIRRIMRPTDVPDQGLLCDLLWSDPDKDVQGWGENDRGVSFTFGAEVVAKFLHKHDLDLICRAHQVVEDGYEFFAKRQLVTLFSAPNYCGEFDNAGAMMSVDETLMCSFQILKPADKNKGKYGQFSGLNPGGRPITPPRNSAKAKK
# Fh CTSL1 inh: blocks F. hepatica cathepsin L1 in PFM18AAP counter-screen; 300,000 tested, 0.49% active; inhibition, % at 5.96 µM; recombinant F. hepatica cathepsin L1, Z-Leu-Arg-MCA fluorescence;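 active means inhibition above the mean of all tested compounds plus 3 SD, set per screening campaign, cut at about 17% in these data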;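 further: 0% = plate median of test compound wells and 100% = 1 µM Z-Phe-Ala-diazomethylketone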
# Numbers without * were called inactive; . = not tested or not shown; & = joins results of further samples.
SMILES,procasp3 activ,Efflux pump inh,PP5 primary,JMJD2C inh,TPT1 inhibitor,proCasp7 act,core dimer inh,PP1 counter,Fh CTSL1 inh
COC(=O)COc1ccc2c(-c3cccc([N+](=O)[O-])c3)cc(=O)oc2c1,3.9,-0.1,-0.4,-0.7,-5.6,4.2,3.1,-3.6,0.7
COCCN(C(=S)Nc1c(C)cccc1C)C(C)c1cccnc1 (stereo unspecified),6.5,0.1,2.1,-5.3,-1.9,1.1,-5.2,-0.7,-2.6
O=C(Cc1cccs1)N/N=C/c1ccco1,-2.5,0.3,0.3,0.3,0.3,-1.7,-1.0,-3.6,-2.9
O=C(CC1Sc2ccccc2NC1=O)OCc1cc(=O)oc2cc(O)ccc12 (stereo unspecified),-2.8,-0.2,1.3,-8.7,-1.8,6.1,37.9,2.9,-25.2
Cc1ccnc2nc(C(=O)OCC(=O)NCCc3ccccc3)nn12,-3.0,0.0,0.2,1.8,-2.6,-3.2,7.1,0.0,-2.4
CNCc1nc2ccccc2[nH]1,-1.6,0.2,-1.7,-22.0,-0.7,11.4,-6.0,-4.7,1.4
CCOc1ccc(OCC)c(NC(=O)C2CCN(S(=O)(=O)c3cnc[nH]3)CC2)c1,0.9,0.1,1.8,5.8,2.4,9.8,-1.3,-2.1,1.3
CCCOc1ccc(OCCn2nc(C(=O)O)c3ccccc3c2=O)cc1,2.9,0.0,4.5,0.3,-3.2,1.4,-0.1,7.5,-6.2
NC(=O)c1cc(-c2csc(NCCc3ccccc3)n2)ccc1O,-8.1,0.1,0.9,-2.3,2.5,-4.2,0.2,-2.3,2.6
Cc1ccc(NC(=O)CN(C)C(=O)c2ccc(Cl)c([N+](=O)[O-])c2)cc1,3.7,-0.2,2.6,-13.4,-1.9,8.3,-7.5,4.4,0.3
CCCCOc1ccc(/C=C/C(=O)OCC(=O)NC2CCS(=O)(=O)C2)cc1OCC (stereo unspecified),4.7,-0.2,-0.2,7.7,-2.0,-2.9,-7.9,-3.5,0.8
COc1ccc(-c2csc(NC(=O)c3cccs3)c2C(=O)O)cc1OC,-1.4,0.0,3.5,-27.3,0.9,-1.6,1.9,3.2,1.3
Cc1cc(NC(=O)CSc2nnc(-c3ccco3)o2)no1,1.0,-0.1,0.7,-7.9,-3.0,-5.3,-4.0,-0.5,-1.3
Cc1cc(C)c(S(=O)(=O)Nc2ncccc2C)c(C)c1,7.5,-0.2,1.9,10.6,-2.4,5.6,-2.4,0.0,4.0
COc1cccc(-c2ccc(NC(=O)C3CCCN(Cc4cnn(C)c4C)C3)cc2)c1 (stereo unspecified),2.5,0.2,1.4,-4.2,-4.7,0.6,-14.2,5.4,-1.6
CC1(C)CC(=O)C(C=NC2CC(C)(C)NC(C)(C)C2)=C(O)C1,3.6,0.4,3.1,0.4,1.4,-1.9,-0.3,-1.2,1.8
O=C(COC(=O)/C=C/c1ccco1)NCc1ccc2c(c1)OCO2,-2.6,0.7,-2.0,1.5,1.0,5.2,0.6,-5.2,-14.5
COc1ccc(C(=O)NCC2CCCCC2)cc1S(=O)(=O)N1CCOCC1,6.5,-0.1,.,-15.3,.,-7.3,.,.,.
Cc1ccc(NC(=O)CNC(=O)N2CC(=O)Nc3ccccc32)cc1F,-2.9,-0.1,1.9,11.7,-3.6,4.6,-6.1,-0.4,-3.6
COc1cccc(S(=O)(=O)NCc2ccc(C(=O)N3CCN(c4ccccc4)CC3)cc2)c1,-3.7,0.0,1.9,3.1,-2.8,-8.6,4.1,-0.2,1.3
O=C(Nc1nnc(S(=O)(=O)N2CCCC2)s1)c1ccccc1Cl,7.4,0.0,0.9,-3.7,-5.9,1.9,6.9,-3.2,1.2
Cc1sc(NC(=O)CSc2nnc(C(C)C)n2C)c(C#N)c1C,-9.8,-0.1,0.4,0.0,-4.8,1.0,-11.6,-0.6,4.4
COc1ccccc1C(=O)Nc1ccccc1N1CCN(C(=O)c2ccc(Cl)cc2)CC1,2.5,0.8,4.0,6.7,0.3,-9.3,20.6,1.0,-0.6
CC1Cc2ccccc2N1C(=O)COC(=O)Cc1ccc(F)cc1 (stereo unspecified),-3.1,0.0,-0.5,-3.8,-2.8,0.0,-1.4,-2.9,-10.3
COCCCNc1nc(=S)[nH]c2cc(OC)c(OC)cc12,-3.1,0.0,2.1,-9.1,-3.3,-1.3,11.4,-1.5,-2.2

# The list continues.
SMILES,procasp3 activ,Efflux pump inh,PP5 primary,JMJD2C inh,TPT1 inhibitor,proCasp7 act,core dimer inh,PP1 counter,Fh CTSL1 inh
C=C1CCN([C@@H](C)C(=O)OCc2cccc(C)c2)S(=O)(=O)c2ccccc21,1.3,0.0,2.9,3.8,-0.2,-7.9,-5.0,5.0,-0.1
CC(C)COC(=O)c1ccc(N2C(=O)c3ccccc3C2=O)cc1,1.1,0.4,2.6,2.9,-2.7,1.1,3.8,2.2,0.1
CO/N=C/C(C(C)=O)C(=O)Nc1ccc(Cl)cc1Cl (stereo unspecified),5.7,0.2,3.4,-7.8,-0.1,-5.4,-4.2,2.6,-0.5
Oc1c(Cl)cc(Cl)cc1C=Nc1ccc2c(c1)OCCO2,-3.1,-0.1,4.1,10.3,-0.6,0.0,11.3,3.1,-0.9
N#CC1=C(N)NC(SCC(=O)c2ccc(Cl)cc2)=C(C#N)C12CCCC2,-8.1,-0.2,2.8,-3.0,0.8,-12.9,3.5,8.2,0.0
CC(C)NC(=O)/C(=N\O)c1ccccc1,-1.9,-0.1,-0.7,-8.3,-1.0,11.6,-21.4,-3.4,2.0
C/C(CC(=O)Nc1ccc(Cl)c(C(F)(F)F)c1)=N\NC(=O)c1cccc(O)c1,6.2,-0.9,0.5,-3.5,-0.8,-10.9,3.2,-4.0,0.6
O=C1Nc2ccccc2C12OCC(COc1ccc(Cl)cc1)O2 (stereo unspecified),3.9,0.0,3.3,1.9,-3.1,-3.6,-1.9,0.5,2.6
COc1ccc(C2=Nn3c(nnc3-c3ccccn3)SC2)cc1OC,-4.9,-0.1,-1.9,-0.9,0.1,-4.1,7.8,0.5,1.1
CCC(C)N1C(=O)CN(C2CCCCCC2)C(=O)C1c1ccccc1F (stereo unspecified),7.2,0.1,1.1,-6.7,2.2,-2.3,0.1,8.9,-0.1
CCC(CC)c1nnc(NC(=O)CCCN2C(=O)c3ccccc3C2=O)s1,-0.1,-0.2,-0.4,0.0,-2.8,-0.4,-6.3,-2.2,-4.4
COc1ccc(C(CNC(=O)CSc2ccc(Br)cc2)N2CCOCC2)cc1 (stereo unspecified),0.7,-0.1,2.6,5.9,-2.7,11.7,-1.7,-0.9,3.9
CCc1ccc(CNC(=O)CN2C(=O)COc3ccccc32)cc1,6.6,0.0,3.6,1.8,-3.7,5.0,0.3,-9.6,4.9
Clc1ccc(CNc2cnccn2)cc1,2.4,-0.4,-1.2,9.4,0.6,-2.2,1.9,-0.6,-1.1
O=C(CN1C(=O)C2C3CCC(C3)C2C1=O)NCc1ccco1 (stereo unspecified),7.6,-0.1,0.7,37.5,-1.7,1.0,1.4,1.1,-10.7
Clc1ccc(CN(Cc2ccccc2)C(c2cccs2)c2nnnn2C2CCCC2)cc1 (stereo unspecified),3.6,0.1,0.9,-7.1,-4.7,-2.0,5.9,5.8,-2.2
COc1ccc(Cl)cc1NC(=O)Nc1ccc(C(=O)N2CCOCC2)cc1,2.9,-1.5,1.3,-0.8,1.9,6.2,1.7,1.9,2.3
Cc1ccc(C)c(NC(=O)C(Sc2nncn2C)c2ccccc2)c1 (stereo unspecified),-6.2,-0.2,-2.0,27.6,1.5,12.0,1.6,-0.4,2.2
CCOc1ccccc1CN1CCN(Cc2nc3c(s2)CCCC3)CC1CCO (stereo unspecified),-2.1,0.0,-1.1,-9.6,0.1,5.6,-8.5,-1.7,-4.5
COC(=O)c1ccccc1OCCOCCOc1cccc2cccnc12,-3.3,4.5,0.4,-2.2,1.2,-18.2,1.2,-4.5,-0.3
O=c1c2ccccc2nc2n1CC/C2=C\N1CCN(c2ccc([N+](=O)[O-])cc2)CC1,-11.7,-0.1,0.6,5.3,1.2,-7.1,3.0,2.8,0.5
CCOC(=O)/C(C#N)=C/Nc1ccccc1OC(F)(F)F,-3.5,0.0,2.4,-6.2,-1.7,-4.4,-0.4,2.9,-0.6
COCCNC(=O)c1cccc(OC2CCN(Cc3ccccc3OC(F)F)CC2)c1,3.5,0.0,3.1,6.2,2.2,2.1,-5.9,-2.2,-1.1
O=C(CCc1ccccc1)Nc1ccccc1C(=O)NCc1ccco1,3.4,0.1,3.5,-3.6,-0.1,5.2,-0.9,3.4,-1.4
Cc1ccc(Cl)cc1NC(=O)c1cnn2c1NC(c1ccco1)CC2C(F)(F)F (stereo unspecified),6.7,0.5,2.5,8.2,9.9,-2.4,1.9,3.4,-0.4

# Additional entries follow.
SMILES,procasp3 activ,Efflux pump inh,PP5 primary,JMJD2C inh,TPT1 inhibitor,proCasp7 act,core dimer inh,PP1 counter,Fh CTSL1 inh
COc1cc(/C=C2\SC(=S)N(C(C(=O)O)c3ccccc3)C2=O)cc(OC)c1OC (stereo unspecified),-14.1,0.0,-1.7,-0.1,4.0,-29.2,11.8,2.5,1.1
COc1ccc(C(=O)O)cc1S(=O)(=O)Nc1ccccc1-c1ccccc1,-3.5,-0.1,-0.7,8.7,-3.8,-6.6,5.8,-4.0,-2.3
COc1ccccc1/C=N/Nc1nccnc1Cl,8.6,0.1,1.4,-4.4,-0.7,5.1,-0.5,-3.0,-1.9
CCN1CCN(S(=O)(=O)c2ccc(Cl)c(C(=O)Nc3nnc(C)s3)c2)CC1,6.8,0.1,-1.8,-22.1,-2.0,4.2,-2.7,-2.8,1.6
COc1ccc(-n2nc(C(=O)NCC(=O)N3CCC(C)CC3)c3ccccc3c2=O)c(OC)c1,4.4,0.5,0.8,-3.4,-3.8,2.2,-4.1,1.4,-1.1
COc1ccc(Cn2nnnc2CN(Cc2cc3ccc(C)cc3[nH]c2=O)C2CCCC2)cc1,-9.1,0.2,3.7,10.4&-21.0,4.0,-17.8,11.8,8.6,2.7

# Entries of single compounds from above. Screens in order: procasp3 activ | Efflux pump inh | PP5 primary | JMJD2C inh | TPT1 inhibitor | proCasp7 act | core dimer inh | PP1 counter | Fh CTSL1 inh
# Shown for `CCc1ccc(CNC(=O)CN2C(=O)COc3ccccc32)cc1` : 6.6 | 0.0 | 3.6 | 1.8 | -3.7 | 5.0 | 0.3 | -9.6 | 4.9
# Shown for `COc1ccc(Cl)cc1NC(=O)Nc1ccc(C(=O)N2CCOCC2)cc1` : 2.9 | -1.5 | 1.3 | -0.8 | 1.9 | 6.2 | 1.7 | 1.9 | 2.3
# Shown for `O=C(CCc1ccccc1)Nc1ccccc1C(=O)NCc1ccco1` : 3.4 | 0.1 | 3.5 | -3.6 | -0.1 | 5.2 | -0.9 | 3.4 | -1.4
# Shown for `CC(C)NC(=O)/C(=N\O)c1ccccc1` : -1.9 | -0.1 | -0.7 | -8.3 | -1.0 | 11.6 | -21.4 | -3.4 | 2.0
